Screening data as filed in PubChem.
CBFb-RUNX1 inh: CBF-beta/RUNX1 interaction disruption. Q01196+Q13951. AlphaScreen CBFb-His/RUNX1-biotin binding, biochemical. Potency, µM (top dose mostly 59.8 µM), without a hit: top-dose activity, negative = inhibition, usual class: inhibitors. 230,000 tested, under 10 active; note: % of control where 0% means no effect
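CBF-beta (His) and RUNX1 (biotin), 30 nM each; 20 min preassociation; + compound, 15 min; + beads 50 ng each (Ni, streptavidin), 90 min; RT; AlphaScreen read.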
NPSR antagonist: blocks cAMP signaling of the human neuropeptide S receptor | Potency, µM (titrated, usually from 38.3 µM), for inactives: at the top dose activity change, negative = inhibition, actives largely listed as inhibitors | Q6W5P4 | CHO-NPSR cells, cAMP TR-FRET, antagonist mode | actives 1% (n = 220,000) | AID 1461; note: potency is the fitted concentration of half-maximal effect; % is set by controls: 0 for no effect and ±100 for the full control effect; nearly all actives have a fitted effect of over 50% in size; many of its hits are not listed in these tables
TRb-SRC2 inh: TRbeta-SRC2 interaction inhibition | TRbeta-SRC2 peptide binding, fluorescence polarization; receptor liganded with 1 µM T3 | Potency, µM (titrated, usually from 106 µM), without a hit: at the highest dose activity change, negative = inhibition, actives largely listed as inhibitors | actives 0.065% (n = 280,000) | AID 1469;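 note: potency is the fitted concentration of half-maximal effect; plate controls were bound peptide for no effect and peptide without receptor for full effect; nearly all actives have a fitted effect of over 50% in size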
Target sequence (P10828 whole entry, looked up): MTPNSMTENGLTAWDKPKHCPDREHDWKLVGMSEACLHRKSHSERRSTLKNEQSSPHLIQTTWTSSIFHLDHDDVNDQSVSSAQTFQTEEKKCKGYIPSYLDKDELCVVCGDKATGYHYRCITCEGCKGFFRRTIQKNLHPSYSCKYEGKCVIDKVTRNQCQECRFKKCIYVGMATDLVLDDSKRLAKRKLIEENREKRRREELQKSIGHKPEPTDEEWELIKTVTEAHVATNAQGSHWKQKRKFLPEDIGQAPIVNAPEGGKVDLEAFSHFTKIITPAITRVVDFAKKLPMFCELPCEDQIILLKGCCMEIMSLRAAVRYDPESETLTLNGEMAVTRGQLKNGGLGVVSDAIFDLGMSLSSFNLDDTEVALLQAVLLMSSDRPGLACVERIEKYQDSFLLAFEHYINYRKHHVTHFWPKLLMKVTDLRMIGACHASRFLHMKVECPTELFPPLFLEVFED
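Read-out is fluorescence polarization (555 nm excitation, 632 nm emission) of a Texas Red SRC2 coactivator peptide; loss of signal reflects blocked binding to human TRb ligand-binding domain in the presence of 1 uM T3.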
Epigenetic reg: derepresses silenced GFP reporter in murine cells; murine LDR cells, GFP reporter derepression, 30 h; AID 1865; Potency, µM (doses to about 53.9 µM), for the others: at the top dose GFP activation, usual class: activators; actives 0.2% (n = 280,000); note: potency is the fitted concentration of half-maximal effect; % of control where 0% means no effect; nearly all actives have a fitted effect of over 60% in size
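In this reporter-derepression format, murine cells bearing a silenced integrated CMV-GFP locus incubate with test compound (30 h, 37 C), then are washed and imaged; fluorescent objects of 20–120 um count as induced cells.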
Tau fibril FP: tau fibrillization inhibition (FP). P10636. K18 P301L tau heparin fibrillization, Alexa594 FP, 6 h. Potency, µM (doses to about 57.7 µM), for the others: at the top dose activity, negative = inhibition, hits mostly inhibitors. actives 0.39% (n = 280,000); note: potency is the fitted concentration of half-maximal effect; % is set by controls: 0 for no effect and ±100 for the full control effect; nearly all actives have a fitted effect of over 55% in size
Target sequence (P10636 561-689 P618L limits assumed): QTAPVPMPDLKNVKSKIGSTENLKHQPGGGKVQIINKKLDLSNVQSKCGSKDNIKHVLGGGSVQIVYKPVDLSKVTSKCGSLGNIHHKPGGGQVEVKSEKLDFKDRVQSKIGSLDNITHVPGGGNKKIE
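Human tau K18 […] P301L fragment, 15 uM unlabeled plus 0.24 uM Alexa 594-labeled tau (final), with compound and 20 uM heparin in 100 mM sodium acetate pH 7; 6 hr at 37 C, then Alexa 594 FP read.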
TexasRed fluor: counter-screen for TRb-SRC2 inhibitors: fluorescence interference. TRb/SRC2 Texas Red total fluorescence interference. Potency, µM (top dose mostly 106 µM), inactives show top-dose fluorescence change, negative = quenching. actives 0.29% (n = 280,000). AID 1479; active = well fitted curve in either direction with a large enough effect; inconclusive = small, poorly fitted or top-dose-only effect; note: potency is the fitted concentration of half-maximal effect; % is set by controls: 0 for no effect and ±100 for the full control effect
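Flags fluorescent or light-absorbing compounds by total fluorescence, S + 2P, at 555 nm excitation and 632 nm emission. Mixture: 20 nM Texas Red SRC2 peptide, 0.6 uM human TRb LBD, 1 uM T3, 5% DMSO; compound exposure 5 h at ambient temperature.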
aGal spleen mod: alpha-galactosidase A (human) modulation | human spleen homogenate, 4MU-alpha-Gal fluorescence, 40 min | Potency, µM (top dose mostly 80 µM), for inactives: at the highest dose activity change, negative = inhibition, usual class: inhibitors | actives 0.008% (n = 240,000) | AID 2107;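 note: potency is the fitted concentration of half-maximal effect; 0% = enzyme with vehicle and -100% = no enzyme basal signal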
Target sequence (P06280 32-429 limits assumed): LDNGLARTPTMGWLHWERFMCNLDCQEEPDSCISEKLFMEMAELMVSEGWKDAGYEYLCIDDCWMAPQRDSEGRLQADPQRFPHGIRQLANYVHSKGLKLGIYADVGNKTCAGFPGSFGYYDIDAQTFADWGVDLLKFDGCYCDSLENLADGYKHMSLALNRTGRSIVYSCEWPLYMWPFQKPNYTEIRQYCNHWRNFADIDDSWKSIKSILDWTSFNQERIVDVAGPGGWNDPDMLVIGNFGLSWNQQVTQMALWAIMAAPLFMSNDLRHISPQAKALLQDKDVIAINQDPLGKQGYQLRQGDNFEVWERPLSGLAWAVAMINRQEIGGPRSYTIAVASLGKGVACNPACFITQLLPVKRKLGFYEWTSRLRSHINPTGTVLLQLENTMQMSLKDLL
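Human spleen homogenate (1 ug) was the enzyme source, with 4-methylumbelliferyl-alpha-D-galactopyranoside (1 mM final) in pH 5.0 citrate buffer with 0.01% Tween-20. Compounds were titrated; after 40 min at 37C, NaOH/glycine stop, 4-MU fluorescence read; AC50 from Hill fits.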
Tau fluor counter: counter-screen for tau fibril formation inhibitors | tau K18 P301L Alexa594 fluorescence, heparin fibrillization | Potency, µM (highest dose often 57.7 µM), for the others: top-dose activity change, negative = decrease | actives 0.93% (n = 280,000); note: potency is the fitted concentration of half-maximal effect; % is set by controls: 0 for no effect and ±100 for the full control effect; nearly all actives have a fitted effect of over 55% in size
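Human tau K18 P301L (15 uM unlabeled, 0.24 uM Alexa 594-labeled) in 100 mM sodium acetate pH 7 with 20 uM heparin, 6 hr at 37 C. ThT 30 uM added, 1 hr ambient; Alexa 594 FP and total fluorescence read at 555/632 nm.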
Active calls of the source: *; ? = inconclusive; nt = no result given; [ ] = remark or other dose. Unless noted, calls come from the whole dose curve; as a rule, active = well fitted curve in the direction sought with a large enough effect; inconclusive = small, poorly fitted or top-dose-only effect, or another doubt; inactive = no such curve, though single readings can be large; an effect the other way counts as inactive or inconclusive.

Start of the listing, in advance:
molecule,TRb-SRC2 inh,Tau fluor counter,Epigenetic reg,CBFb-RUNX1 inh,NPSR antagonist,Tau fibril FP,TexasRed fluor,aGal spleen mod
CC(C)(C)NC(=O)C(c1ccccc1)N(C(=O)C1CSC(=O)C1)c1ccccc1 (stereo not given),-17%,-8%,-0.9%,-5%,-9%[46.1 µM],-4%,-3%,-1%
CCSc1nc(N)c(C#N)c(-c2ccccc2Cl)c1C#N,-4%,-29%,0.0%,8%,-18%[46.1 µM],?,-1%,7%

All compounds of this part, from the first entry:
molecule,TRb-SRC2 inh,Tau fluor counter,Epigenetic reg,CBFb-RUNX1 inh,NPSR antagonist,Tau fibril FP,TexasRed fluor,aGal spleen mod
CC(C)(C)NC(=O)C(c1ccccc1)N(C(=O)C1CSC(=O)C1)c1ccccc1 (stereo not given),-17%,-8%,-0.9%,-5%,-9%[46.1 µM],-4%,-3%,-1%
CCSc1nc(N)c(C#N)c(-c2ccccc2Cl)c1C#N,-4%,-29%,0.0%,8%,-18%[46.1 µM],?,-1%,7%
CCc1nc2sc3c(c2c(=O)n1NC(=O)CCl)CCCC3,2%,-8%,0.0%,4%,-1%[46.1 µM],7%,-2%,2%
S=C(NCc1ccco1)Nc1ccc(Br)cc1Cl,-2%,-4%,2.4%,-2%,-12%,-3%,-1%,0%
CC(=O)N(c1ccccc1C)C1CCCC1,-7%,0%,-1.8%,9%,10%,-2%,0%,4%
CCCNC(=O)C/C(C)=N/NC(=O)COc1ccc(C)cc1Br,-7%,-9%,-1.1%,-3%,16%,-7%,9%,2%
CO/N=C\[C@@H](NS(=O)(=O)c1ccc(C)cc1)[C@H](C)/C=C\CC(=O)OC,-11%[11.2 µM],-2%[11.6 µM],0.0%[10.1 µM],5%[13.1 µM],nt,?,?,2%[17.5 µM]
O=C(COC(=O)c1cccnc1Cl)Nc1ncc(Cl)cc1Cl,-1%,-3%,1.1%,9%,5%,6%,3%,4%
O=C(Nc1ccccc1)O/N=C1/CCCc2occc21,5%,0%,0.0%,11%,2%,10%,-1%,-11%
CCOC(=O)c1ccccc1NC(=S)N1CC(C)CC(C)C1 (stereo not given),11%,-11%,0.0%,3%,-15%,-2%,0%,2%
CCCN(CCC)C(=O)c1ccc2c(c1)OCO2,-16%,-2%,-1.0%,4%,5%,0%,3%,3%
Cn1nc(-c2ccccc2)c(-c2nc(-c3ccccc3Cl)no2)c1Cl,-4%,?,1.4%,8%,-29%[46.1 µM],?,2%,1%
O=C(O)/C=C/C(=O)N1CCN(C(c2ccccc2)c2ccccc2)CC1,-3%,-8%,2.8%,-2%,9%,?,-1%,8%
CCOc1ccc(NC(=O)C2CCCN(c3nnc(C)c4c(C)n(-c5ccccc5)nc34)C2)cc1 (stereo not given),4%,5%,-1.0%,nt,nt,0%,-3%,nt
CCc1ccc(OCC(=O)Nc2cccc3c2CCCC3)cc1,2%,0%,0.0%,19%,-4%,-3%,4%,1%
COc1ccc(-c2cc(C3CCN(c4cc(Cl)nc(N)n4)CC3)[nH]n2)cc1,-10%,-19%,0.9%,-2%,-21%[46.1 µM],-3%,2%,-2%
COc1ccccc1NC(=O)CN(C)S(=O)(=O)c1cc(C)ccc1OC,0%,-14%,-4.4%,5%,-5%[46.1 µM],0%,-1%,6%
COc1ccc(C2=NOC(C(=O)NCc3ccccc3)C2)cc1 (stereo not given),-20%,4%,0.0%,2%,20%[46.1 µM],-1%,2%,11%
COc1cccc(C2C(C(N)=O)=C(C)Nc3nc(CCCO)nn32)c1 (stereo not given),1%,-9%,1.5%,nt,nt,-15%,-2%,nt
CSc1ccc(C#N)cc1NC(=O)c1ccccc1,7%,-13%,-0.6%,15%,0%,-5%,-2%,3%
CCOC(=O)c1c[nH]c2c(Cl)ccc(Cl)c2c1=O,2%,3%,-0.4%,-1%,13%[46.1 µM],-7%,-4%,5%
O=S(=O)(NC1c2cccc3cccc(c23)C1N1CCNCC1)c1ccccc1 (stereo not given),5%,-3%,-3.4%,1%,-4%[46.1 µM],2%,-5%,-2%
CCN(CC)S(=O)(=O)c1ccc(Nc2cc(C)nc3ncnn23)cc1,3%,-5%,-0.3%,2%,0%[46.1 µM],-1%,-3%,-5%
COCc1c(CCl)cnc(C)c1O,-3%,-27%,-0.1%,1%,15%,-4%,-1%,-5%
Cc1[nH]n(-c2ccc(Cl)cc2)c(=O)c1N=Nc1cccnc1,-5%,-3%,-2.3%,0%,-1%,-7%,-3%,3%
CC(CCc1ccccc1)NC(=O)COC(=O)C12CC3CC(CC(Br)(C3)C1)C2 (stereo not given),1%,-17%,1.0%,-3%,-7%,2%,-3%,6%
Cc1cccc(NC(=O)NCC(c2cccnc2)N2CCOCC2)c1 (stereo not given),3%,-1%,0.0%,0%,-8%[46.1 µM],0%,-5%,13%
C=CCC(O)[C@H](Cc1cnc2ccccc2c1)[C@H](/C=C/CCCC)c1ccccc1 (stereo not given in full),0%,nt,nt,11%,nt,nt,-4%,2%
COc1ccccc1N(CC(=O)NCC(C)C)S(=O)(=O)c1cccs1,-8%,-5%,-1.8%,9%,5%,2%,0%,-5%
COC(=O)c1c(C)nc(C)c(C(=O)OC)c1-c1ccccc1[N+](=O)[O-],-5%,nt,nt,15%,nt,nt,-3%,-5%

molecule,TRb-SRC2 inh,Tau fluor counter,Epigenetic reg,CBFb-RUNX1 inh,NPSR antagonist,Tau fibril FP,TexasRed fluor,aGal spleen mod
O=[N+]([O-])c1cc(/C=N/Nc2nc3ccccc3[nH]2)c(O)cc1O,-8%,?,-1.1%,0%,-25%,-3%,?,6%
CC(C)CC(=O)Nc1nc(=S)ss1,2%,-27%,2.1%,0%,1%[46.1 µM],?,-6%,-3%
CCN(C(=O)Cn1cnc2onc(-c3ccc(F)cc3)c2c1=O)c1cc(C)ccc1C,-2%,-18%,-1.3%,nt,nt,?,-5%,nt
Cc1ccc(C2NC(=S)NC3=C2C(=O)CCC3)cc1 (stereo not given),-7%,1%,5.9%,13%,16%,1%,0%,2%
Cc1noc(-c2ccc(NC(C)c3ccccc3)c([N+](=O)[O-])c2)n1 (stereo not given),4%,-2%,-4.5%,nt,nt,15%,-3%,nt
O=C(NCCc1cccs1)C1CC(c2ccccc2[N+](=O)[O-])=NO1 (stereo not given),1%,-7%,1.0%,-1%,4%[46.1 µM],-1%,2%,-4%
Cc1nn(CCCC(=O)NCc2ccc(OC(C)C)cc2)c(=O)c2c1sc1ccccc12,-1%,5%,1.1%,nt,nt,-14%,-6%,nt
Cc1onc(-c2ccccc2Cl)c1C(=O)Oc1ccc(Br)cc1,-3%,-17%,-1.6%,nt,nt,?,-22%,nt
Cc1ccc(-n2c(=O)c3c4c(sc3n(CC(=O)c3ccc(Cl)cc3)c2=O)CCC4)cc1C,-1%,0%,7.6%,nt,nt,-7%,0%,nt
N=c1sccn1CC(=O)Nc1ccccc1-c1ccccc1,-23%,-10%,0.0%,9%,-7%[46.1 µM],-2%,0%,12%
CCOCCCNC(=O)c1cn(C)c(=O)c2cc(OC)c(OC)cc12,-2%,-7%,-0.9%,6%,-9%[46.1 µM],0%,2%,3%
FC(F)(F)c1cccc(Nc2nc(N3CCCC3)nc(N3CCCC3)n2)c1,-3%,-11%,2.4%,17%,34%,?,-5%,4%
CCOC(=O)CNC(=O)CSc1nc(N)cc(N)n1,5%,7%,-2.1%,8%,-8%[46.1 µM],2%,0%,6%
O=C(O)COc1ccccc1C1C2C(=O)N(c3ccc(F)cc3)C(=O)C2ON1c1ccccc1 (stereo not given),8%,-6%,-3.1%,3%,-8%[46.1 µM],8%,0%,4%
Cc1c(Cl)cccc1NC(=S)NCCc1ccc(C(F)(F)F)cc1,6%,?,0.0%,8%,-42%,?,-1%,2%
CCOc1ccc(Br)cc1S(=O)(=O)N1CC(C)OC(C)C1 (stereo not given),0%,-2%,-0.7%,4%,-2%[46.1 µM],-2%,-3%,11%
CCn1cc(S(=O)(=O)c2ccc(Cl)cc2)c(=O)c2cc(F)c(N3CCOCC3)cc21,-4%,-8%,-1.2%,nt,nt,-3%,3%,nt
O=C(Cn1cnc2c(oc3ccccc32)c1=O)c1ccccc1,6%,-13%,2.2%,18%,-23%[46.1 µM],0%,-1%,1%
CCN(C(=O)c1cnc(N2CCN(c3ncccn3)CC2)c2ccccc12)c1cccc(Cl)c1,-7%,-6%,4.5%,2%,?,5%,0%,0%
CC(=O)Nc1cccc(Oc2ccc3c(c2)C(=O)N(CCC(=O)O)C3=O)c1,-4%,-7%,2.0%,15%,-6%[46.1 µM],-8%,-10%,4%
Cc1ccc(S(=O)(=O)N2CCOCC2)cc1NC(=O)COC(=O)CNC(=O)c1ccccc1,1%,-9%,-0.9%,-1%,20%,-8%,2%,2%
Cc1cccc(Cl)c1NC(=O)N1CCCN(c2ncccc2[N+](=O)[O-])CC1,1%,-11%,1.1%,-1%,7%,0%,-2%,-2%
COc1cc(NC(=O)CS(=O)(=O)c2ccccc2)cc(OC)c1OC,3%,6%,-2.1%,2%,-9%[46.1 µM],1%,2%,6%
S=C1NCN(Cc2ccco2)CN1Cc1ccco1,4%,-15%,-0.3%,7%,-16%,-2%,3%,-1%
C=CCn1c(SCC(=O)NCc2ccc3c(c2)OCO3)nc2scc(-c3ccccc3)c2c1=O,-5%,-13%,0.0%,-2%,?,6%,-5%,-2%

One compound at a time, from the list above. Values in the order: TRb-SRC2 inh | Tau fluor counter | Epigenetic reg | CBFb-RUNX1 inh | NPSR antagonist | Tau fibril FP | TexasRed fluor | aGal spleen mod
`Cc1cccc(NC(=O)NCC(c2cccnc2)N2CCOCC2)c1` (stereo not given) is listed as 3% | -1% | 0.0% | 0% | -8%[46.1 µM] | 0% | -5% | 13%
`CCn1cc(S(=O)(=O)c2ccc(Cl)cc2)c(=O)c2cc(F)c(N3CCOCC3)cc21` is listed as -4% | -8% | -1.2% | nt | nt | -3% | 3% | nt
`COc1ccc(-c2cc(C3CCN(c4cc(Cl)nc(N)n4)CC3)[nH]n2)cc1` is listed as -10% | -19% | 0.9% | -2% | -21%[46.1 µM] | -3% | 2% | -2%

Only part of the results is shown; rates above refer to the full screens.
